# Screening data from PubChem.
# ER stress death = protection against thapsigargin ER stress killing – CSM14.1 cells, ATP luminescence, primary screen. CSM14.1 thapsigargin ER stress survival. relative survival (cellular ATP), % at 15 µg/mL (by protocol). AID 1010, 2008. 48,000 compounds, 0.33% hits;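 active = survival measured by cellular ATP above 50% at 15 µg/ml in the first screen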;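 also: cell death triggered by about 15 µM thapsigargin; ATP read 24 h after thapsigargin was added; plate controls were thapsigargin with DMSO for no effect and DMSO without thapsigargin for full effect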
# An asterisk follows results filed as active; & = joins results of further samples. Not all compounds are listed; the hit share may differ from the screen's.
SMILES	ER stress death
O=C(O)c1ccc(NC(=O)c2ccc(Cl)c(S(=O)(=O)N3CCOCC3)c2)cc1	13
COC(=O)c1c(NC(=O)/C=C\C(=O)O)sc(C)c1C	9
O=C(Nc1cccc2ccccc12)C1C(c2ccccc2)=C1c1ccccc1	2
CC1(C(=O)n2nnc3ccccc32)CC2C=CC1C2 (stereo unspecified)	-4
Cc1ccc(/C=N/NC(=O)c2ccc(C(=O)N/N=C/c3ccc(C)o3)o2)o1	4
O=C(O)CN=C(NS(=O)(=O)c1ccc(Cl)cc1)c1ccccc1	8
NC(=O)c1cccc(NC(=O)CCC(=O)O)c1	11
COc1cc(/C=N\NC(=O)c2ccc(Br)cc2)ccc1OCc1ccccc1	3
Cc1ccc(CNC(=O)c2ccc(N(C)S(=O)(=O)c3ccccc3)cc2)cc1	2
O=C(Nc1cccc(NC(=O)c2ccc(Cl)cc2Cl)c1)c1cc2ccccc2o1	-3
COCCCNC(=O)c1ccc(NC(C)=O)cc1	5
O=C(Nc1cccc(NC(=O)c2ccccc2[N+](=O)[O-])c1)c1ccco1	8
CCOC(=O)C1=C(C)NC(=S)NC1c1c(OC)ccc2ccc(OC)cc12 (stereo unspecified)	-4
CCOC(=O)C1=C(O)/C(=C/c2ccc(O)c(OC)c2)SC1=Nc1ccc([N+](=O)[O-])cc1	-1
CC(O)C(=O)NS(=O)(=O)c1ccc(C(C)C)cc1 (stereo unspecified)	8
COc1ccc(C2NC(=O)NC(C)=C2C(=O)Nc2ccc(Cl)cc2)cc1 (stereo unspecified)	13
COc1cc(/C=C2/C(=O)NN(c3ccc(F)c(Cl)c3)C2=O)ccc1OC(C)=O	2
O=C1NC(=Nc2ccccc2)S/C1=C/c1ccc(-c2cccc(Br)c2)o1	6
CC(CN1CCCCC1)C(=O)c1ccccc1 (stereo unspecified)	-11
COc1ccc(C(=O)NNC2=Nc3cccc4cccc2c34)cc1	12
COC(=O)CNC(c1ccccc1)c1cc(Br)ccc1NC(=O)OCc1ccccc1 (stereo unspecified)	11
COc1cc(/C=N/c2oc(C)c(C)c2C#N)ccc1O	-5
C/C(=N/N)c1ccc(-c2ccccc2)cc1	4
CN(C)c1ccc(C2/C(=C(\O)c3ccccc3)C(=O)C(=O)N2CCCC(=O)O)cc1 (stereo unspecified)	1
COC(=O)CN1C(c2cc(OC)c(OC)c(OC)c2)=Nc2ccc(Br)cc2C1c1ccccc1 (stereo unspecified)	18
O=C(Nc1ccccc1)C1C2/C=C\CCCCC21 (stereo unspecified)	2
O=C(Nc1ccc2nn(-c3ccccc3)nc2c1)c1ccc([N+](=O)[O-])cc1	-14
CCCCOc1ccc(-c2nc(N)n[nH]2)cc1	1&4
O=C(Nc1cc(C(F)(F)F)ccc1Cl)C1CC(=O)N(c2ccc(F)cc2)C1 (stereo unspecified)	-1
O=C(O)c1ccc(Nc2nc(-c3ccccc3)c3cc(Cl)ccc3n2)cc1	-5

# Entries listed so far with a nitro group on carbon, in the order listed:
SMILES	ER stress death
O=C(Nc1cccc(NC(=O)c2ccccc2[N+](=O)[O-])c1)c1ccco1	8
CCOC(=O)C1=C(O)/C(=C/c2ccc(O)c(OC)c2)SC1=Nc1ccc([N+](=O)[O-])cc1	-1
O=C(Nc1ccc2nn(-c3ccccc3)nc2c1)c1ccc([N+](=O)[O-])cc1	-14

# Remaining list, next part
SMILES	ER stress death
CCN1CCC(=NNS(=O)(=O)c2ccc(Cl)cc2)CC1	2
COc1ccc(C)cc1CCC(=O)O	6
C=CCN1C(=O)NC(=O)/C(=C\c2ccc(OCc3ccc(Cl)cc3)c(OC)c2)C1=O	8
CCOc1cc(C=C2C(=O)NC(=S)NC2=O)cc(Br)c1OCCOc1ccccc1C	2
C=C(C)Cn1c(SCC(=O)c2ccc(OC)cc2)nnc1-c1ccco1	10
Cc1cc(C=C2C(=O)c3ccccc3C2=O)c(C)n1-c1ccc(N2CCOCC2)cc1	1
Cc1c(NC(=O)CCN2C(=O)c3ccccc3C2=O)c(=O)n(-c2ccccc2)n1C	11
CC1CC(Nc2ccccc2)c2ccccc2N1C(=O)c1cccc(Br)c1 (stereo unspecified)	6
Cc1nc(-c2ccc(Br)cc2)[nH]c(=O)c1C	1
COc1cc(CN2CCN(C(=O)c3ccccc3)CC2)cc(OC)c1O	-8
O=C(CC(c1ccccc1)c1ccccc1)Nc1cccnc1	4
CS(=O)(=O)N(Cc1ccco1)CC(O)Cn1c2ccccc2c2ccccc21 (stereo unspecified)	0
Cc1cccc(NC(=O)c2ncn[nH]2)c1C	9
CCOc1ccc2c(=O)c(-c3nc4ccccc4s3)coc2c1	1
O=C(N/N=C/c1ccc(Cl)c([N+](=O)[O-])c1)c1ccccn1	5
CCCCCCNc1cc(C)oc(=O)c1C(C)=O	6
c1cnc2cc3c(cc2n1)Nc1nonc1N3	-13
CCOc1cc(OCC)cc(C(=O)Nc2ccc(Br)cc2)c1	5
CCOc1ccccc1OCC(=O)NN	8
O=C(NCCOc1ccccc1F)c1cc(F)c(F)cc1Cl	12
CC1=NN(c2ccccc2)C(=O)/C1=C\c1ccc(-c2ccc3c(c2)C(=O)NC3=O)o1	0
Cc1ccc(NC(=O)c2c(NC(=O)c3cccs3)sc3c2CCCCC3)c(C)c1	2
COc1cccc(C(=O)Nc2ccc(OC)c(OC)c2)c1	6
Cc1ccc(-c2nc3cc(NC(=O)COc4ccccc4C)ccc3o2)cc1	8
CCOc1ccc2nc(SCC(=O)Nc3cc(Cl)ccc3Cl)sc2c1	-3
COc1ccc(S(=O)(=O)Nc2nc3ccccc3s2)cc1[N+](=O)[O-]	3
CCOC(=O)C1=C(C)N=c2s/c(=C\c3ccc4ccccc4n3)c(=O)n2C1c1ccccc1 (stereo unspecified)	-2
O=C(O)c1ccccc1C(=O)n1cnc2ccccc21	-4
Cc1ccc2c(Cl)c(C(=O)N3CCN(c4ccc(Cl)cc4)CC3)sc2c1	4
COc1ccc2c(c1)OCC/C2=N/OC(=O)c1ccc(Cl)cc1	10
CN(C)c1ccc(C(O)Cc2nc3ccccc3n2C)cc1 (stereo unspecified)	-6
CC(=O)Nc1ccc(N2C(=O)C3C4C=CC(CC4)C3C2=O)cc1 (stereo unspecified)	7
O=C(CCCOc1ccccc1)Nc1ccccc1C(F)(F)F	7
COc1cc(/C=C2\C(=O)NC(=S)N(c3cccc(Br)c3)C2=O)cc(Cl)c1O	1
COc1ccc(CC(=O)Nc2ccc(-c3nc4ccccc4[nH]3)cc2)cc1OC	-3
CN1CCO/C1=C(C#N)\C=C1\Nc2ccccc2C1=O	-5
COc1ccc(C(=O)N/C(=C/c2ccc(-c3ccc(Cl)cc3)o2)C(=O)N(C)C)cc1	1
CN1CCc2c(sc3c2C(=O)NC(/C=C\c2ccc([N+](=O)[O-])cc2)N3)C1 (stereo unspecified)	-1
Nc1nonc1N/N=C/c1ccc2nsnc2c1	2
Cc1ccc(-c2nc3ccccc3s2)cc1NC(=O)c1cccc(I)c1	1
CC(=O)C1=C(O)C(=O)N(CCCC(=O)O)C1c1ccc(Br)cc1 (stereo unspecified)	10
O=C1NC(=S)NC(=O)C1=Cc1cc(Cl)c(OCc2ccccc2F)c(Cl)c1	-2
Cc1ccc(OCC(=O)Nc2ccccc2CO)c(C)c1	-1
COc1ccc(C(c2c(O)cc(C)oc2=O)c2c(O)cc(C)oc2=O)cc1	1
CCOC(=O)c1c(NC(=O)/C=C/C(=O)O)sc2c1CCC(C(C)(C)C)C2 (stereo unspecified)	11
CCOc1ccc(C(=O)Nc2cc3nn(-c4ccc(C)cc4)nc3cc2C)cc1[N+](=O)[O-]	8
COc1cccc(-n2c(O)c(C=Nc3cc(OC)c(OC)c(OC)c3)c(=O)[nH]c2=O)c1	-4
O=C(O)CC1SC(=NC(=O)c2ccco2)N(c2ccccc2)C1=O (stereo unspecified)	6
Cc1ccc(C)c(S(=O)(=O)N2CCN(C)CC2)c1	11
O=C(O)/C=C\C(=O)N/N=C/c1ccccc1	2
COC(=O)c1ccc(C2C(C(=O)OCC(C)C)=C(C)NC3=C2C(=O)CCC3)cc1 (stereo unspecified)	7
COC(=O)C1C(=O)CC(C)(O)C(C(=O)OC)C1c1ccc(Br)cc1 (stereo unspecified)	7
CN(C)c1ccc(/C=C2/SC(=S)N(Cc3ccccc3)C2=O)cc1	2
Cn1c(=O)c(N)c2c3c(cccc31)C(=O)c1ccccc1-2	12
COC(=O)c1ccc(/C=C2\C(=O)NC(=O)N(c3ccc(Br)cc3)C2=O)cc1	0
COc1cccc(/C=C2\SC(N)=NC2=O)c1OC	11
Cc1ccc([N+](=O)[O-])cc1N[C@@H]1OC[C@@H](O)[C@H](O)[C@H]1O	1
COc1cc(NC(=O)c2ccccc2Cl)ccc1NC(=O)c1ccco1	0
O=C(Oc1cccc(-c2cnc3ccccc3n2)c1)c1cccc(S(=O)(=O)N2CCOCC2)c1	0
S=C1NC(=S)/C(=C\c2ccc(-c3ccc(Br)cc3)o2)S1	6

# 6 compounds already listed, sorted by molar mass, low to high.
SMILES	ER stress death
CC(=O)Nc1ccc(N2C(=O)C3C4C=CC(CC4)C3C2=O)cc1 (stereo unspecified)	7
CN1CCc2c(sc3c2C(=O)NC(/C=C\c2ccc([N+](=O)[O-])cc2)N3)C1 (stereo unspecified)	-1
COC(=O)C1C(=O)CC(C)(O)C(C(=O)OC)C1c1ccc(Br)cc1 (stereo unspecified)	7
COc1ccc(C(=O)N/C(=C/c2ccc(-c3ccc(Cl)cc3)o2)C(=O)N(C)C)cc1	1
COC(=O)c1ccc(/C=C2\C(=O)NC(=O)N(c3ccc(Br)cc3)C2=O)cc1	0
COc1cc(/C=C2\C(=O)NC(=S)N(c3cccc(Br)c3)C2=O)cc(Cl)c1O	1

# More results.
SMILES	ER stress death
COc1ccc2ccccc2c1-c1nnc2ccc3ccccc3n12	7
CCOc1ccc(/C=C2/NC(=O)NC2=O)cc1Cl	2
CCn1c2c(c3cc(Br)ccc31)CCCC2O (stereo unspecified)	15
O=C(Nc1ccc(F)cc1F)c1cnn2c1NC(c1cccs1)CC2C(F)(F)F (stereo unspecified)	-17
COc1ccccc1N1C(=O)CC(N2CCN(Cc3ccc4c(c3)OCO4)CC2)C1=O (stereo unspecified)	0
COC(=O)c1ccccc1NC(=O)c1oc2ccc(C)cc2c1C	1
Cc1ccccc1CC1S/C(=N\N=C\c2ccco2)NC1=O (stereo unspecified)	-2
Cc1ccc(-n2c(C)cc(/C=C3\SC(=O)NC3=O)c2C)cc1C	-1
COc1ccc(C(=O)NC(N2CCCCC2)C(Cl)(Cl)Cl)cc1OC (stereo unspecified)	4
CCc1ccc(NC(=O)C2CC2c2ccccc2)cc1 (stereo unspecified)	7
O=C(/C=C(\O)c1ccc(F)cc1)C(F)(F)F	5
Cc1ccc(C(=O)CC(=O)c2ccc(Br)cc2)c(O)c1	1
CCCCOc1cc2oc(=O)cc(C)c2cc1OCCCC	14
COc1ccc(/C(O)=C2\C(=O)C(=O)N(CCc3ccccc3)C2c2ccc(C)cc2)cc1 (stereo unspecified)	13
O=C(O)c1ccccc1SC1CC(=O)N(c2cccc(Cl)c2)C1=O (stereo unspecified)	5
Cc1cccc(N2CCN(C(=O)c3c(-c4ccccc4Cl)noc3C)CC2)c1C	11
CN1CCc2c(sc3nc(=S)[nH]c(N)c23)C1	-4&-3
COc1cccc(N2C(=O)/C(=C/c3cccc([N+](=O)[O-])c3)SC2=S)c1	26
CCOc1ccc(NC(=S)NC(NC(=O)c2ccccc2Cl)C(Cl)(Cl)Cl)cc1 (stereo unspecified)	0
CCOc1ccc(C2Nc3ccccc3NC3=C2C(=O)CC(c2ccc(OC)cc2)C3)cc1 (stereo unspecified)	1
Cc1cc(Cl)cc(C)c1OCCN1CCCC1	-15
Cc1nn(S(=O)(=O)c2ccccc2[N+](=O)[O-])c(C)c1Sc1ccc([N+](=O)[O-])cc1	5
COc1ccc(/C=C2\SC(N3CCCCCC3)=NC2=O)cc1OC	0
Nc1c(Cc2ccccc2)ccc2c1C(=O)c1ccccc1C2=O	-3
O=S(=O)(Nc1ccccc1CO)c1ccc2ccccc2c1	7
C=CCSC1=C(C#N)C(c2ccco2)C(C(=O)Nc2ccccc2OC)=C(C)N1 (stereo unspecified)	0
Cc1ccc(-c2csc(NC(=O)c3ccc(Cl)cc3)n2)cc1	2
O=C1NC(=S)NC(=O)C1=Cc1ccc(OCc2ccccc2Cl)cc1	1
CCOc1ccc(NC(=O)c2cnn(-c3ccccc3)c2NC(=O)c2ccccc2F)cc1	3
CC1=C(C(=O)OC(C)C)C(c2cccc(Cl)c2Cl)C2=C(CC(C)(C)CC2=O)N1 (stereo unspecified)	9
CCOc1ccccc1NC(=O)c1c(OC)cccc1OC	9
O=C(CN1C(=O)S/C(=C/c2ccccc2F)C1=O)Nc1ccccc1	10
CCOC(=O)C1=C(C)N(c2ccccc2)C(C)=C(C(=O)OCC)C1c1ccc([N+](=O)[O-])cc1	9
Nc1nc(-c2ccc(F)cc2F)cs1	0
O=C(CC1(O)C(=O)Nc2ccc(Br)cc21)c1cccc2ccccc12 (stereo unspecified)	9
N/C(=N\OC(=O)c1ccccc1F)c1ccc(Cl)cc1	7
O=C(O)c1ccc(Br)c(S(=O)(=O)Nc2ccc(NC(=O)c3ccccc3)cc2)c1	10
O=C(COc1ccc(Cl)cc1)Nc1ccc2c(c1)OCO2	3
Nc1nnc(/C=C/c2ccccc2)s1	-4
Cc1oc(C(=O)O)cc1COc1ccc(-c2ccccc2)cc1	0
CC(=O)c1c(C)oc2ccc(O)c(N)c12	2
O=C1C=CC(=NS(=O)(=O)c2cc(Cl)ccc2Cl)C=C1	-5
CN1CN=C2SC3(COC(c4ccncc4)OC3)C(=O)N2C1 (stereo unspecified)	14
